STAT1 blocker: reduces IFN-gamma driven STAT1 reporter signal. NIH 3T3 STAT1-luciferase reporter, luminescence. inhibition, % at 5.5 µM. 200,000 tested, 0.35% active. AID 920;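 active = inhibition above a set limit, the mean inhibition across all tested compounds plus 3 SD, cut at about 34% in these data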;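 also: 0% = IFN-gamma with DMSO and 100% = IFN-gamma with 300 µM nifuroxazide; values of inactives mirror those of a sister screen read the other way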
APP 5'UTR act: APP 5'UTR luciferase reporter activation; SH-SY5Y APP 5'UTR luciferase reporter, luminescence; zero percent = DMSO vehicle wells; activation, % at 2 µM; 190,000 tested, 1% active;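 active = activation above a set limit, based on mean plus 3 SD of controls, cut at about 140% in these data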; also: values of inactives mirror those of a sister screen read the other way
STAT3 act: increases IL-6 driven STAT3 reporter signal; U3A cells, IL-6 STAT3-luciferase reporter, luminescence; 100% = signal with IL-6 EC80 alone; activation (% of control), % at 5.6 µM; 190,000 tested, 0.91% active; AID 871;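 active = activation above the screen-wide mean of compound activation plus 3 SD, cut at about 130% in these data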;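 also: 0% = background luminescence of wells with medium and substrate only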
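Test system: STAT3-luciferase reporter U3A cells; Detection: reporter luminescence signal; Times: 1 h compound pre-exposure, 6 h IL-6 stimulation, 37 °C; Benchmarks: IL-6-only high control; Also added: IL-6 stimulus at 33 ng/mL final.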
STAT3 blocker: reduces IL-6 driven STAT3 reporter signal; U3A cells, IL-6 STAT3-luciferase reporter, luminescence; host cell line lacks STAT1; inhibition, % at 5.5 µM; 190,000 tested, 0.89% active; AID 862;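 active = inhibition above the mean inhibition across all screened compounds plus 3 SD, cut at about 44% in these data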;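 also: 0% = DMSO only wells and 100% = 100 µM nifuroxazide control wells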
FLuc act counter: affects firefly luciferase, flagging false hits in luciferase stimulation screens; ATPlite luciferase biochemical, luminescence, 10 min; 0 = ATP-free wells, 1 = DMSO control; activation factor at 10 µM; 200,000 tested, under 10 active;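 active = luciferase activation factor, scaled between plate controls, of at least 2 with compound at 10 µM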
Target sequence (P08659 whole entry, looked up): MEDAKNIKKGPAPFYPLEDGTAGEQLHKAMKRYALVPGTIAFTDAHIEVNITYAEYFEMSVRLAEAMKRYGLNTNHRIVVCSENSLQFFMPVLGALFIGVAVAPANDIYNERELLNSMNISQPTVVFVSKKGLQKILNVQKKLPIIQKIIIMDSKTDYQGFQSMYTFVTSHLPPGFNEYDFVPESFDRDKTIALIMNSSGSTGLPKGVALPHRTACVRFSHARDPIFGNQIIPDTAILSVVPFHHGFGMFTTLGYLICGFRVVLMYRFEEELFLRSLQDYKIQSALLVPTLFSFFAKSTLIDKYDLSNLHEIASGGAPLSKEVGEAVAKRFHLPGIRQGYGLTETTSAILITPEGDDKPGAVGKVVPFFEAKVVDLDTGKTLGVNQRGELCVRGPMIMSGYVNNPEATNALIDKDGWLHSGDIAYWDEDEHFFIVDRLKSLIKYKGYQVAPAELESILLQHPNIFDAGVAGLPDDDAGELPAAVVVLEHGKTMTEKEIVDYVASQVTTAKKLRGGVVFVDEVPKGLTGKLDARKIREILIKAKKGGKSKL
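Assay system: Luciferase/luciferin detection reagent, cell-free biochemical luciferase assay / Also added: ATP substrate / Schedule: 10 min at ambient temperature / Measured by: luminescence measurement of luciferase light output / Benchmarks: low control with PBS replacing ATP, high control enzyme plus ATP without compound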
NF-kB neuron act: raises NF-kB expression in human neuronal cells; fold change at 12.5 µM; NF-kB reporter expression; hits give high values; 190,000 tested, 1.6% active; in the data active = fold change above about 3.3
ROMK mod: modulators of human ROMK potassium channel; P48048; Tet-inducible ROMK, thallium flux fluorescence; actives lie on both sides; B-score at 10 µM; 130,000 tested, 2% active; AID 1918;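 active = signal ratio slope over the read window, or its plate-corrected B-score, at least 3 SD from the plate mean, either direction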;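 also: B-score of the F/F0 ratio slope over 7 to 12 s after thallium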
Target sequence (P48048 whole entry, looked up): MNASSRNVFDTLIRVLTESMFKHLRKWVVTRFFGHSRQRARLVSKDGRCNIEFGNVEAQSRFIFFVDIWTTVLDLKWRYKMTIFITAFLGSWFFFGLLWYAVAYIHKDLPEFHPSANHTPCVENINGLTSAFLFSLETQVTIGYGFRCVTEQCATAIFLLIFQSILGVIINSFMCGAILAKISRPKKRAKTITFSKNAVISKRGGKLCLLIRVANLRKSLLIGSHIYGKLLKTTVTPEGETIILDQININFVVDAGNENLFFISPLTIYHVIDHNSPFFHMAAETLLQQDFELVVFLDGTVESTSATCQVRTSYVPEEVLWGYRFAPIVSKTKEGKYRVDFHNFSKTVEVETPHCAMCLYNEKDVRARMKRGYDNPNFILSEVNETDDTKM
APP transl inh: APP translation inhibition | 190,000 tested, 0.82% active | SH-SY5Y APP 5'UTR-luciferase reporter, luminescence | inhibition, % at 2 µM;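 active = inhibition above a set limit, derived from the sample mean plus 3 SD, cut at about 45% in these data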; also: values of inactives mirror those of a sister screen read the other way
FLuc inhib CS: counter-screen for luciferase assay inhibitors: firefly luciferase inhibition; P08659; ATPLite firefly luciferase biochemical luminescence, 10 min; AID 1006; inhibition, % at 10 µM; 200,000 tested, 1.5% active;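 active = inhibition above about 50% when tested at 10 µM, limit read from the data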
STAT1 activator: STAT1 signaling activation | NIH 3T3 STAT1-luciferase reporter, IFN-gamma, luminescence; 100% = IFN-gamma alone, no compound | activation (% of control), % at 5.5 µM | 200,000 tested, 2.6% active;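 active = activation above the screen-wide mean activation plus 3 SD, cut at about 130% in these data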;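 also: raw ratio to IFN-gamma control signal so 100% means no change and 0% no light; values of inactives mirror those of a sister screen read the other way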
Starred values were filed as active, the others as inactive; . = not tested or not shown. Rows were taken by chance, and some 7.1% of all compounds hit somewhere here.

SMILES	STAT1 blocker	APP 5'UTR act	STAT3 act	STAT3 blocker	FLuc act counter	NF-kB neuron act	ROMK mod	APP transl inh	FLuc inhib CS	STAT1 activator
COc1cc(/C=N/N2C(=O)c3ccccc3C2=O)ccc1O	7.7	6.3	99.5	3.2	0.4	1.11	.	-6.3	56.9*	93.2
CCOC(=O)N1CCN(C(=O)/C(=C/c2ccc(Cl)cc2)NC(=O)c2ccccc2)CC1	-13.0	1.6	110.3	-7.4	1.1	1.11	-0.206	-1.6	-5.3	108.6
O=C(/C=C/c1ccccc1F)c1ccoc1	-0.1	8.8	89.2	20.4	0.9	1.21	.	-8.8	13.8	100.3
Cc1nn(Cc2ccccc2)c(Cl)c1/C=C1\NC(=S)NC1=O	8.9	-15.1	102.5	2.4	1	1.29	0.919	15.1	1.3	90.5
CCCCN1CCc2c([nH]c3c(C)cccc23)C1=O	-31.7	87.2	103.3	2.6	1	3.46*	0.217	-50.9	-1.5	128.3
CCOc1cc2[nH]c(=S)n(C3CC3)c(=O)c2cc1OCC	1.2	-3.0	98.2	7.0	1.1	1.11	-0.0332	3.0	-5.5	100.5
O=C(CN1CCc2ccccc21)NC(=O)NCc1ccccc1	-7.4	-6.3	107.9	-8.1	1	1.04	-0.458	6.3	-2.3	105.5
CCNC(=O)CC1SC(=Nc2ccccc2C)N(C)C1=O (configuration not stated)	0.9	-0.4	102.2	0.1	1	1.45	.	0.4	-2.1	99.2
CCOC(=O)Cn1c(=O)oc2ccc(C)cc21	-4.7	27.4	110.2	-3.8	1	1.22	0.146	-27.4	-1.2	103.4
O=C(NCCO)c1ccc2[nH]c3c(c2c1)CCCC3	-7.5	16.5	98.2	5.0	0.8	1.37	0.221	-16.5	17.5	106.8
Cc1cccc(CSCCNC(=O)COc2ccc(Cl)cc2)c1	12.5	0.2	102.0	-3.5	1	1.14	.	-0.2	-3.0	88.9
Fc1ccccc1/C=C1\CCCC2=C1Nc1nnnn1C2c1ccccc1F (configuration not stated)	-2.1	8.0	86.7	19.2	1	1.34	.	-8.0	-3.8	101.9
O=C(NCCN1CCOCC1)c1cn(-c2ccccc2)nc1-c1cccs1	-4.5	-2.6	103.1	-6.9	1	0.8	-2.07	2.6	-0.5	104.1
CCCNCc1cc(OC)c(OCC(=O)NCCc2ccccc2)cc1Br	-1.9	2.9	108.8	-5.1	1	1.05	-0.71	-2.9	-3.7	101.7
CCn1c(Cc2ccccc2)nnc1SCC(=O)Nc1ccc(C)cc1	-1.4	8.9	93.3	11.7	1.1	1.05	-0.0199	-8.9	-5.1	104.4
O=C(CNS(=O)(=O)c1c(Cl)cccc1Cl)OCC(=O)N1CCN(c2ccccc2)CC1	10.3	-0.1	98.3	-0.2	1	1.39	0.0431	0.1	-0.1	90.9
O=C(c1ccc(CS(=O)(=O)c2cccc(C(F)(F)F)c2)o1)N1CCN(c2ccccn2)CC1	7.0	1.4	95.7	14.7	1.1	0.85	.	-1.4	-8.5	93.6
COc1ccc(N(C)S(=O)(=O)c2cccc3nsnc23)cc1	4.1	-7.7	96.1	6.2	1.1	1.25	-0.0173	7.7	-5.1	95.2
CCOC(=O)c1ccc(NCc2ccc3c(c2)OCO3)cc1	-12.1	5.1	94.6	7.0	1.1	1.86	0.0827	-5.1	-6.8	111.0
CC1Cc2ccccc2N1CC(=O)Nc1ccc(Cl)c(S(=O)(=O)N(C)C)c1 (configuration not stated)	13.3	-5.2	100.9	4.0	1	0.99	-1.62	5.3	-2.3	89.0

Entries of single compounds from above. Screens in order: STAT1 blocker, APP 5'UTR act, STAT3 act, STAT3 blocker, FLuc act counter, NF-kB neuron act, ROMK mod, APP transl inh, FLuc inhib CS, STAT1 activator
Fc1ccccc1/C=C1\CCCC2=C1Nc1nnnn1C2c1ccccc1F (configuration not stated) in the list: -2.1, 8.0, 86.7, 19.2, 1, 1.34, ., -8.0, -3.8, 101.9
CCOC(=O)c1ccc(NCc2ccc3c(c2)OCO3)cc1 in the list: -12.1, 5.1, 94.6, 7.0, 1.1, 1.86, 0.0827, -5.1, -6.8, 111.0

The list continues.
SMILES	STAT1 blocker	APP 5'UTR act	STAT3 act	STAT3 blocker	FLuc act counter	NF-kB neuron act	ROMK mod	APP transl inh	FLuc inhib CS	STAT1 activator
CC1CCCCN1S(=O)(=O)c1ccc(S(=O)(=O)N(CC(=O)Nc2ccccc2)Cc2cccs2)cc1 (configuration not stated)	-5.6	-8.9	96.7	4.1	1	1.1	1.11	8.9	-4.6	104.9
O=C(CNc1cccc(Cl)c1)NNC(=S)NCc1ccccc1	6.5	13.1	104.7	-3.1	1.1	1.24	-0.154	-13.1	-6.4	94.5
Cc1ccc(C(=O)C(c2ccccc2)N2Cc3ccccc3C2=N)cc1 (configuration not stated)	-7.4	-13.3	100.1	0.1	1	1.36	-3.03*	13.3	-3.8	106.5
Cc1cc(SCC#N)n2nc(C)c(-c3ccc(Cl)cc3)c2n1	-4.4	-0.9	93.2	9.7	1.1	1.03	.	0.9	-10.1	104.1
COc1ccc(-c2nc(-c3ccc(NC(=O)c4ccc(Br)o4)cc3)no2)cc1OC	-26.4	31.7	103.2	-3.0	1	1.54	0.023	-31.7	-1.2	123.9
Cc1cc(C)n(C(=O)c2nn(C)c(C)c2[N+](=O)[O-])n1	1.0	-15.1	99.3	1.8	1	0.99	1.65	15.1	-4.0	99.1
CN(C)CCCN(Cc1ccccc1)C(=S)Nc1cccc(C(F)(F)F)c1	-2.1	12.7	98.0	1.7	1	0.84	.	-12.7	-4.9	101.9
CCOc1ccc(NC(=S)NC(=O)c2c(Br)cnn2C)c([N+](=O)[O-])c1	4.8	17.6	102.1	-1.2	0.4	1.88	0.808	-17.6	64.1*	95.1
Cc1ccc(N)cc1-n1c(C)ccc1C	-0.1	10.9	110.0	-9.5	1	1.3	0.156	-10.9	-4.9	100.1
COc1cccc(N(CC(=O)NC(C)(C)C)C(=O)C2CSC(=O)C2)c1 (configuration not stated)	-1.1	5.0	105.9	-3.3	1.1	1.08	1.67	-5.0	-8.7	101.0
O=C(CCCNS(=O)(=O)c1cccc2nsnc12)NCc1ccc(F)cc1	2.5	-2.4	104.4	0.1	1	1.06	.	2.4	-2.5	97.7
CC1(c2ccccc2)NC(=O)N(Cc2ccc([N+](=O)[O-])cc2)C1=O (configuration not stated)	3.1	2.0	102.5	-3.5	1	0.92	.	-2.0	-3.5	97.2
Cc1c(Cl)c([N+](=O)[O-])nn1CCCC(=O)N1CCN(c2ccccc2)CC1	-2.7	-6.2	104.2	2.5	1.1	0.89	-0.579	6.2	-7.9	102.4
CCn1c(SCc2nc3ccccc3[nH]2)nnc1-c1ccccc1OC	12.3	18.5	115.9	-8.0	1	1.09	.	-18.5	-2.2	88.8
O=C(Nc1cccc(F)c1)N1CC=C(n2c(=O)[nH]c3ccccc32)CC1	9.8	2.0	81.9	25.8	1	1.08	.	-2.0	-2.9	90.9
O=C(O)CC1SC(=Nc2cccc(C(F)(F)F)c2)NC1=O (configuration not stated)	8.1	-6.7	97.2	3.3	1	1.02	0.472	6.7	-4.4	95.3
Cc1cc(C)nc(Nc2n[nH]c(-c3ccccc3C)n2)n1	-37.5	94.2	91.3	10.7	0.5	2.71	.	-94.2	48.8	135.3*
O=c1ccc(NS(=O)(=O)c2ccccc2)cn1Cc1ccc(Cl)c(Cl)c1	6.7	19.6	107.5	2.8	1	0.87	.	-19.6	-3.9	94.0
COC(=O)c1ccccc1NC(=O)CSc1nc(C)cc(C)n1	0.8	-0.2	97.2	8.7	1	0.89	0.383	0.2	-2.4	98.9
Cc1cccc(NS(=O)(=O)c2cc(C(=O)OCC(=O)Nc3cc(C)on3)ccc2C)c1	-1.9	-4.1	146.9*	-47.4	1	1.17	.	4.1	-4.3	101.7
COc1ccc(-n2c(C)c(C(C)=O)c(C(C)=O)c2C)cc1OC	10.3	18.3	97.0	7.6	1.1	1.06	0.23	-18.3	-7.8	90.6
O=S(=O)(c1ccccc1C(F)(F)F)N1CCN(S(=O)(=O)c2ccccc2C(F)(F)F)CC1	2.1	-11.8	101.6	4.1	1.1	0.96	0.224	11.8	-6.4	98.1
O=C(COc1cc(Cl)c(Cl)cc1Cl)Nn1cnnc1	-10.3	-10.0	97.5	2.5	1.1	1.19	.	10.0	-5.0	109.5
COc1ccc(C2C(C(=O)N3CCOCC3)CCC(=O)N2c2cc(OC)c(OC)c(OC)c2)cc1 (configuration not stated)	-0.8	19.9	101.5	2.3	1.1	0.87	.	-19.9	-6.5	100.7
Cc1nc(N2CCN(c3ccccc3)CC2)nc2c1C(=O)CCC2	16.5	1.2	76.2	29.6	1	0.77	0.0398	-1.2	3.9	84.9
CSc1nc(N2CCN(c3ccccc3)CC2)cc(N2CCN(c3ccccc3)CC2)n1	-1.9	2.7	79.0	28.5	1	1.19	.	-2.7	-2.9	100.6
CCC(c1nnnn1C1CCCC1)N1CCN(c2ccccc2F)CC1 (configuration not stated)	-0.8	2.8	104.8	-3.6	1	0.82	0.416	-2.8	0.3	100.7
Fc1ccc(Cn2nnnc2CN2CCN(C3CCCC3)CC2)cc1	1.9	9.6	101.1	1.6	1	1.22	-0.546	-9.6	-4.6	98.3
COC(=O)Cc1c[nH]c2cccc(OCC(O)CN(Cc3ccc([N+](=O)[O-])cc3)C(C)(C)C)c12 (configuration not stated)	1.1	6.6	111.5	-8.4	1	0.48	.	-6.6	-4.9	99.0
COc1ccc(C2=[N+]([O-])C(C)(C)N(O)C2(C)C)cc1	6.5	21.0	99.6	3.9	1.1	0.99	.	-21.0	-5.3	94.0
COc1cc(C(=S)N2CCCC2)cc(OC)c1O	2.6	8.2	97.3	3.4	1	1.59	1.44	-8.3	-0.4	97.6
CC1(C)Cc2nc3sc4c(N(CCO)CCO)ncnc4c3cc2CO1	-10.4	12.4	103.0	-0.8	1	0.73	.	-12.4	1.9	109.6
CCOC(=O)c1cccc(NC(=O)CCS(=O)(=O)c2cccc3nsnc23)c1	11.3	-19.7	87.2	21.1	1	0.79	.	19.7	-2.2	88.4
Cc1cccc(OCC(=O)Nc2ccc(C(=O)NCc3cccnc3)cc2)c1	9.6	-10.4	93.4	13.7	1	0.77	.	10.4	-3.8	91.4
CC(=O)c1cc(F)c(N2CCOCC2)cc1C	-4.4	-4.2	102.3	-2.8	1	0.97	0.0253	4.2	1.2	100.1
CCOC(=O)COc1c(Br)cc(C2NC(=O)NC(C)=C2C(C)=O)cc1OC (configuration not stated)	0.5	1.7	101.7	0.2	1	1.15	-0.00292	-1.7	-0.3	98.2
CCc1ccc(-c2cn3nc(C)c(C)nc3n2)cc1	85.1*	2.0	11.7	110.5*	0.2	2.9	0.098	-2.0	84.1*	22.3
Cc1ccc2nc3c(cc2c1)c(NS(=O)(=O)c1ccccc1)nn3CC(C)C	-2.2	-4.7	102.0	2.5	1	1.16	.	4.7	-1.2	102.0
Cn1cc(CNC(=O)C23CC4CC(CC(C4)C2)C3)cn1	-4.4	16.5	95.7	8.3	1	1.42	0.283	-16.5	-2.4	104.0
Cc1ccc(NC(=O)CSC2=C(C#N)C(c3ccc4c(c3)OCO4)CC(=O)N2)cc1C (configuration not stated)	4.7	3.7	96.0	9.1	1	0.95	1.09	-3.7	-3.1	96.8
